TEAD-YAP inh: TEAD-YAP interaction inhibition | HEK-TIYL cells, TEAD-Gal4/YAP UAS-luciferase luminescence | inhibition, % at 9.12 µM | 1.4% of 640,000 active | AID 1259422; in the data active = inhibition above about 32%;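 note: 0% = median of test compound wells and 100% = reference inhibitor wells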
MITF inh: inhibitors of human MITF; O75030; 0.91% of 650,000 active; inhibition, % at 2.6 µM; AlphaScreen MITF homodimerization, bead proximity signal; in the data active = inhibition above about 50%;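 note: 0% = vehicle wells with protein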
GPR151 activ: activates the human receptor GPR151. Q8TDV0. PathHunter beta-arrestin GPR151 cells, luminescence. activation, % at 11.2 µM. 1% of 650,000 active. AID 1508602; in the data active = activation above about 4.9%;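 note: 0% = median of compound wells and 100% = cells with positive control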
FBW7 activator: human FBW7 E3 ligase activation, primary screen | Q969H0 | AlphaScreen FBW7–phospho-cyclin E peptide binding, activator screen | normalized activity (activation), % at 26.1 µM | 0.13% of 650,000 active; in the data active = normalized activity above about 1.9%;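 note: purified mutant Fbw7 with reduced substrate affinity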
Target sequence (Q969H0 whole entry, looked up): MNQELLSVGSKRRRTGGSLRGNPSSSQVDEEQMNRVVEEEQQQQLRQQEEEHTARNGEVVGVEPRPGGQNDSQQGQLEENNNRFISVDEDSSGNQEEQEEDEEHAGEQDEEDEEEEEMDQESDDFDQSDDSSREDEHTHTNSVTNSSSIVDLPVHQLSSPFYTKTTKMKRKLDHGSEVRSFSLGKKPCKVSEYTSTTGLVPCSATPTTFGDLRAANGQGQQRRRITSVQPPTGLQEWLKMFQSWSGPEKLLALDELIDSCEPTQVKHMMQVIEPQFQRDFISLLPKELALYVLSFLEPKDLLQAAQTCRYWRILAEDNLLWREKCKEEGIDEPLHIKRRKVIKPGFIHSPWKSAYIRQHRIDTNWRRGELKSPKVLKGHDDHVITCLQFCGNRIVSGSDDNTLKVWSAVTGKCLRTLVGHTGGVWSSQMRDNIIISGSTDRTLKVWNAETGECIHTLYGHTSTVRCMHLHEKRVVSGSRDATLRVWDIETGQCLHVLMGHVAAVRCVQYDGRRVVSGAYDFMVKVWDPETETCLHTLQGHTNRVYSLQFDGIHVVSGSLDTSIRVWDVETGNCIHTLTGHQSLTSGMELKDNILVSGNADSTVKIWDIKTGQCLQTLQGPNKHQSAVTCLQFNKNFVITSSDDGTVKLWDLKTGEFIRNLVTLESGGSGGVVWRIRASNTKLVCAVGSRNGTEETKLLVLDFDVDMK
An asterisk follows results filed as active.

Compound,TEAD-YAP inh,MITF inh,GPR151 activ,FBW7 activator
Cc1cc(C)nc(N2CCCC(C(=O)NCCc3ccc(F)cc3)C2)n1 (configuration not stated),-0.8,26.9,1.2,0.1
Cc1ccc2c(C)c(C(=O)NCc3ccc(S(N)(=O)=O)cc3)oc2c1,0.4,13.7,-0.4,0.1
CCc1ccc(S(=O)(=O)c2nnn3c2nc(NCC2CCCO2)c2ccccc23)cc1 (configuration not stated),1.6,-5.9,0.0,-0.1
O=C(Nc1ccc(OCc2ccccc2)cc1)c1ccc(Cl)c(Cl)c1,6.8,9.2,1.1,0.0
COc1ccc(C2=NC(=O)/C(=C\c3cc(OC)c(OC)c(OC)c3)O2)cc1,-3.4,13.4,-0.5,0.0
COc1cc(OC)c(C(=O)O/N=C(\N)c2cccnc2)cc1OC,-9.2,-14.6,0.3,-0.1
CC1CCCCC12NC(=O)N(CC(=O)OCC(=O)NCC(F)(F)F)C2=O (configuration not stated),9.7,-7.9,0.8,0.0
O=[N+]([O-])c1cccc(NC(=S)NCc2ccc3c(c2)OCO3)c1,-1.2,12.7,-1.9,0.3
O=C(Nc1ccc(F)c(Cl)c1)/C(=C\c1ccc([N+](=O)[O-])cc1)NC(=O)c1ccccc1Br,6.9,28.9,0.6,0.0
CC1CCc2nc(NC(=O)CSc3nnnn3-c3ccccc3)sc2C1 (configuration not stated),-10.3,8.1,2.3,-0.2
COCCNS(=O)(=O)c1ccc(C)c(N(C)S(=O)(=O)c2ccc(C)cc2)c1C,6.0,-24.3,-0.4,0.2
O=C1N[C@H](CO)C(=O)N2CCN(Cc3ccsc3)C[C@H]12,-2.5,-7.6,-0.6,-0.4
CC(C)[C@@H](Cn1nc(-c2cccs2)ccc1=O)NC(=O)c1cnc(N(C)C)nc1,-2.7,-16.0,-0.5,0.1
Nc1nc(=S)c2[nH]cnc2[nH]1,12.2,-12.9,-1.6,0.1
O=c1[nH]c(-c2ccccc2)nc2c1CN(Cc1cccs1)CC2,-1.2,7.5,-1.3,1.5
Cc1ccc(NC(=O)c2ccccc2N(Cc2ccccc2)S(C)(=O)=O)cc1,2.6,-0.7,0.0,0.0
Cn1c(=O)c2cc(S(=O)(=O)N3CCC(c4ccccc4)CC3)ccc2n(C)c1=O,8.1,9.9,0.5,-0.1
CCOC(=O)C1(CC2CC2)CCN(S(=O)(=O)c2cc(C)sc2C)CC1,4.7,11.4,6.3*,0.3
COc1cc(C=C2C(=O)NC(=S)NC2=O)c(Br)cc1OC(C)=O,3.7,26.7,0.3,0.9
COc1cc(C)c(C(C)C)cc1S(=O)(=O)N1CCCCCC1,9.1,-2.3,-1.0,0.3
O=CN1CCN(C(=O)/C=C/c2cccc(Br)c2)CC1,5.2,10.3,1.3,0.0
CCOC(=O)C1=C(C)N(CCO)C(=O)NC1c1ccccc1Br (configuration not stated),0.7,11.1,-0.2,-0.1
CC1C/C(=N/Nc2nc3ccccc3[nH]2)CC(C)(C)C1 (configuration not stated),-22.1,9.3,-0.5,-0.1
CCOC(=O)c1c(C)c(C(=O)NCc2ccc(F)cc2)c(C)n1CC,-3.6,0.7,-0.4,0.0
Cc1ccc(-c2csc(NC(=O)c3ccc(S(=O)(=O)N4CCCCCC4)cc3)n2)o1,14.4,-0.3,-0.1,0.2
Cc1ccc(-c2nnc(CCC(=O)N(Cc3ccccc3)Cc3scnc3C)o2)s1,-12.7,-1.8,0.6,-0.1
O=C(Nc1cccc([N+](=O)[O-])c1)c1ccc2nc(N3C(=O)CCC3=O)sc2c1,-5.3,12.2,-1.6,0.2
COC(CNCc1c(C(=O)O)n(Cc2ccccc2)c2ccccc12)OC,15.3,-6.7,1.4,0.0
COc1ccccc1CN1CC(C)OC(C)C1 (configuration not stated),4.7,82.9*,0.2,-0.2
CC(=O)Oc1cccc(/C=C(/C#N)C(=O)Nc2ccc(Br)cc2)c1,2.1,5.8,2.0,-0.1
CC(=O)N1CCc2cc(S(C)=O)ccc21 (configuration not stated),12.7,2.4,4.3,0.1
COc1cc(CN2CCCC(C)C2)cc([N+](=O)[O-])c1O (configuration not stated),5.5,0.9,0.4,-0.1
COCCCNC(=O)c1cc(C(=O)NCCCOC)cc([N+](=O)[O-])c1,-10.4,-8.8,0.2,0.0
Cc1cc(C)n(-c2ccccc2[N+](=O)[O-])n1,2.4,6.4,0.6,0.2
COC(=O)c1ccccc1NC(=O)c1noc2c1COc1ccccc1-2,-2.2,18.7,-2.7,0.5
CC(C)OC(=O)c1c(NC(=O)COc2ccc([N+](=O)[O-])cc2)sc2c1CCCC2,-5.2,-10.3,-0.4,0.1
CC(=O)c1ccc(Oc2ccc(Cl)cc2)cc1Cl,4.1,7.2,1.4,0.1
Cc1ccccc1C1(CC(=O)N2CCN(C)CC2)CC(=O)N(CCN(C)C)C1=O (configuration not stated),-14.1,-8.7,-0.9,0.5
O=C1Nc2cc(Cl)cnc2N2CCCC12 (configuration not stated),-3.3,7.6,0.0,-0.2
Cc1nc(Nc2ccccc2)cc(-c2cncc(Br)c2)n1,-93.6,0.1,0.8,0.2
COc1ccc(N(CC(=O)NC2CCCCC2)S(=O)(=O)c2cccnc2)cc1,11.0,9.0,0.1,0.0
COc1ccc(C2CC(=O)c3ccc(OC)cc3O2)cc1 (configuration not stated),-34.7,22.1,-1.1,-0.1
CCN(CC)c1ccc2nnc(-c3ccc(Br)cc3)n2n1,0.0,26.0,1.2,0.1
O=P1(Nc2ccc3c(c2)OCO3)C=C(c2ccccc2)OC(c2ccccc2)=C1,-14.1,4.2,1.1,-0.1
CN1C(=O)C2(c3ccccc31)C(C(=O)Nc1ccccc1F)CC1CCCN12 (configuration not stated),2.8,1.4,2.6,0.1
Cc1cc(=S)cc(C)n1Cc1ccco1,-1.5,-8.0,0.6,-0.3
CC(=O)N1N=C(c2cccc([N+](=O)[O-])c2)OC1(C)C,6.7,0.2,-0.8,0.0
O=C1C=C(NNC(=O)Cc2ccc([N+](=O)[O-])cc2)CC(c2ccccc2)C1 (configuration not stated),5.6,5.0,1.8,-0.1
CCC[C@@H]1NC(=O)[C@@H]2C[C@H](NC(=O)c3cccs3)CN2C1=O,11.5,13.2,-0.7,-0.2
O=C(C1CCCCC1)N1CC(=O)N(CCc2ccccc2)C(O)C1 (configuration not stated),3.2,-3.4,-0.4,-0.1

Arranged by heavy-atom count (ascending): some entries from above
Compound,TEAD-YAP inh,MITF inh,GPR151 activ,FBW7 activator
CC(=O)N1N=C(c2cccc([N+](=O)[O-])c2)OC1(C)C,6.7,0.2,-0.8,0.0
O=C(C1CCCCC1)N1CC(=O)N(CCc2ccccc2)C(O)C1 (configuration not stated),3.2,-3.4,-0.4,-0.1
O=P1(Nc2ccc3c(c2)OCO3)C=C(c2ccccc2)OC(c2ccccc2)=C1,-14.1,4.2,1.1,-0.1

Copied from the list.
COc1ccc(N(CC(=O)NC2CCCCC2)S(=O)(=O)c2cccnc2)cc1 in MITF inh is entered as 9.0
O=P1(Nc2ccc3c(c2)OCO3)C=C(c2ccccc2)OC(c2ccccc2)=C1 in FBW7 activator is entered as -0.1
O=C(C1CCCCC1)N1CC(=O)N(CCc2ccccc2)C(O)C1 (configuration not stated) in MITF inh is entered as -3.4

(further entries)
Compound,TEAD-YAP inh,MITF inh,GPR151 activ,FBW7 activator
O=C(Nc1onc2c1CCC2)c1ccc2ccccc2c1,-25.9,-8.9,0.0,0.0
CSc1nc2sc3c(c2c(=O)n1Cc1ccco1)CCC3,-1.1,9.8,-1.2,0.1
CCCc1nnc2c3c4c(sc3ncn12)CC(C)CC4 (configuration not stated),-5.5,-5.3,0.3,-0.1
CCOC(=O)CSc1nc2c(c(=O)n1-c1ccc(OC)cc1)C1(CCCC1)Cc1ccccc1-2,0.4,8.7,1.0,-0.1
COc1cc([N+](=O)[O-])ccc1NC(=S)NCc1cccs1,13.6,0.8,-0.5,0.4
COCCNc1ncc(-c2cccs2)cn1,-40.2,-3.6,-1.3,0.0
CC1(C)CC(=O)C2=C(C1)NC1=C(C(=O)c3ccccc31)C2c1cc([N+](=O)[O-])ccc1O (configuration not stated),13.4,11.6,-0.9,-0.1
COc1ccc(Br)cc1/C=C1\N=C(c2cc([N+](=O)[O-])ccc2Cl)OC1=O,-4.9,1.8,4.6,-0.1
O=C(NCC(c1cccs1)S(=O)(=O)c1cccs1)c1ccccc1F (configuration not stated),-7.2,-7.0,0.9,0.0
COCCN=c1scc(-c2ccccc2)n1/N=C1\CCc2ccccc21,71.7*,12.6,2.1,-0.3
CCOc1ccc(NC(=O)c2ccc3c(=O)n(Cc4cccc(Br)c4)c(=S)[nH]c3c2)cc1,5.2,-5.6,0.0,-0.1
CCOC(=O)C(C(=O)Nc1ccc(C)c(NC(=O)C(C(=O)OCC)C2CCCCC2)c1)C1CCCCC1 (configuration not stated),2.0,-0.6,1.2,-0.1
COc1ccc2nc(-c3ccc(NC(=O)C(C)Oc4ccccc4F)cc3)cn2n1 (configuration not stated),-11.7,13.7,-0.6,0.3
COc1ccccc1NC(=O)Cn1c(=O)n(Cc2ccco2)c(=O)c2cccnc21,-9.0,-2.5,-1.3,0.0
CCCN(CCC)S(=O)(=O)c1ccc(F)c(C(=O)Nc2ccc(C)c(F)c2)c1,-0.9,-10.4,-0.2,0.1
Cc1ccc(S(=O)(=O)N(CC(=O)NCC2CCCO2)c2cccc(C)c2C)cc1 (configuration not stated),13.6,11.6,-2.2,0.7
COc1cccc(C2C3=C(CC(c4ccccc4)CC3=O)Nc3ccccc3N2C(=O)CCC(=O)O)c1 (configuration not stated),1.4,8.3,0.9,0.4
COc1cc2nc(SCC(=O)Nc3ccc(F)cc3)n(CCc3ccc(Cl)cc3)c(=O)c2cc1OC,1.4,6.2,-0.1,-0.2
Cc1ccc(-c2nc(/N=C/c3c(O)[nH]c(=O)[nH]c3=O)sc2-c2ccc(C)cc2)cc1,0.1,-14.2,-0.5,-0.3
CCOc1ccc(N2CC(C(=O)N3CCc4ccccc4C3)CC2=O)cc1 (configuration not stated),-6.0,10.4,1.2,0.0
CC1=NN(C(=O)c2ccccc2O)C(O)(C(F)(F)F)C1 (configuration not stated),-17.8,-0.7,0.0,0.7
CCOCCCN1C(=O)C2C(C(=O)Nc3ccc(Cl)c(Cl)c3)C3(C)C=CC2(O3)C1C(=O)NC1CCCCC1 (configuration not stated),2.5,-0.4,1.1,0.2
COCCOC(=O)C1=C(C)NC2=C(C(=O)CCC2)C1c1ccc(Cl)cc1Cl (configuration not stated),5.8,4.0,0.3,1.2
Cc1cc(Cl)ccc1S(=O)(=O)n1cnc2ccccc21,-0.6,14.5,-1.9,0.5
CN(CCO)c1ccc2c3c(cccc13)C(=O)N(c1cccc(Cl)c1)C2=O,2.1,6.4,-1.0,0.9
COc1ccc(CCNC(=O)CSc2nc3nc(C)c(Cc4ccc(F)cc4Cl)c(C)n3n2)cc1OC,3.9,-0.1,-1.2,-0.2
COc1ccc(CNC(=O)CCCOc2cccc(Br)c2)cc1,4.5,-7.9,0.2,0.0
CCCn1cnc2sc(C(=O)N3CCN(c4ccccc4)CC3)c(C)c2c1=O,1.7,6.3,-0.3,-0.1
COC(=O)c1ccc(NC(=S)NCCc2ccccc2)cc1,-24.6,11.4,-0.9,0.3
O=[N+]([O-])c1cc2c(cc1/C=N/NS(=O)(=O)c1ccccc1)OCO2,1.6,11.0,-0.1,0.0
CCOc1cccc2cc(C(=O)NC(C)=O)c(=Nc3ccccc3C)oc12,2.7,9.1,-0.7,0.1
CCN(Cc1ccccc1)S(=O)(=O)c1cc2c(cc1Cl)NC(=O)CO2,4.2,10.7,-1.3,0.3
COC(=O)C1C(=O)NC(SCCc2ccccc2)=C(C#N)C1c1ccc(OC)cc1 (configuration not stated),-1.1,4.6,1.0,-0.3
CCCCNC(=O)c1ccc(N(C)S(=O)(=O)c2ccc(OC)cc2)cc1,8.4,7.4,1.9,0.0
Cn1cnc([N+](=O)[O-])c1Sc1nc2ccccc2[nH]1,56.2*,0.6,-0.7,0.5
COc1cccc(C2N=C(N)Nc3nc4ccccc4n32)c1OC (configuration not stated),7.0,8.8,-1.1,0.0
O=C(COC(=O)CCC(=O)c1ccc(F)cc1)Nc1ncc(C(F)(F)F)cc1Cl,4.2,13.1,0.1,0.0
CCOc1ccc(-n2c(SCC(=O)NCc3ccccc3)nc3n[nH]c(C)c3c2=N)cc1,4.0,16.1,0.1,0.4
O=C(NCc1ccc(Cl)c(Cl)c1)c1ccc(N2CCCCC2)c([N+](=O)[O-])c1,-1.3,4.1,1.5,-0.3
CCc1ccc(-n2c(=S)sc3c(=O)n(-c4ccc(C)cc4)c(SCC(=O)Nc4nccs4)nc32)cc1,-15.8,13.0,2.2,0.2
NS(=O)(=O)c1ccc(CNc2ccc3ncc(-c4ccc5[nH]ccc5c4)n3n2)cc1,-6.0,5.0,-0.3,-0.1
Cc1cc(C)c(Cc2c(C)nc3c(C(=O)NCCCN4CCOCC4)cnn3c2C)c(C)c1,19.8,-5.6,-1.2,0.0
CC(=O)/C(N=Nc1ccc([N+](=O)[O-])cc1)=C(/O)c1ccccc1,1.6,18.5,0.7,-0.3
COc1cccc(CNCCO)c1OCc1ccc(Cl)cc1,7.8,20.1,0.5,0.0
Cc1ccccc1N1C(=O)c2ccc(-c3nc4ccccc4c(=O)o3)cc2C1=O,-7.8,-8.3,2.6,-0.1
CC(CCCC(C)(C)O)NC(=O)c1ccc(OC2CCN(C(=O)C3CC3)CC2)cc1 (configuration not stated),10.9,-4.7,0.0,0.2
O=C(Nc1ccccc1)c1cc2cc(Cl)cc(Cl)c2oc1=Nc1cccc(C(F)(F)F)c1,3.9,-1.4,1.9,0.0

High-throughput results (PubChem BioAssay)
